Compound activity from PubChem BioAssay.
SR-BI DiI-HDL act = activators of SR-BI mediated HDL lipid uptake; CHO ldlA[mSR-BI] cells, DiI-HDL uptake fluorescence, 3 h; 100 = double the neutral-control signal; activation, % at 12.5 µM; hit rate 0.096% among 320,000;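 active means mean replicate activation of at least 60% and every replicate at or above 60%; inconclusive means mean or all-replicate condition met, but not both; inactive means mean below 60% and not all replicates reaching 60%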;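 further: 0% = median plate neutral-control signal and 100% = twice that signal; values of inactives mirror those of a sister screen read the other way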
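Assay system: CHO ldlA[mSR-BI] cells, LDL receptor-null, SR-BI overexpressing; medium: Ham's F12 with 0.5% BSA, HEPES 25 mM, pH 7.4; also added: DiI-HDL 10 µg/mL; timing: 3 h uptake period with compound, 37 °C; signal: DiI fluorescence, bottom read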
SR-BI DiI inh = inhibitors of mouse SR-BI mediated HDL lipid uptake | Q61009 | ldlA[mSR-BI] CHO cells, DiI-HDL uptake fluorescence, 3 h | inhibition, % at 12.5 µM | hit rate 0.96% among 320,000 | AID 488896;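 active means mean replicate inhibition of at least 70% and a set share of replicates each scoring 70 or more; inconclusive means meets just one of the two criteria; inactive means fails both criteria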;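 further: 0% = median of neutral control wells and 100% = median of positive control wells; values of inactives mirror those of a sister screen read the other way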
PfHsp90 yeast 2 = reduces growth (ATP signal) of yeast expressing P. falciparum Hsp90; AID 504621; S. cerevisiae expressing PfHsp90, BacTiter-Glo ATP, 48 h; yeast lacking PDR1 and PDR3 efflux regulators; hit rate 0.32% among 310,000; inhibition, % at 9.4 µM;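 active means every replicate shows inhibition above about 80%, whatever the replicate mean, limit read from the data; inconclusive means mean inhibition reaches the set limit but some replicate falls short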;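 further: 0% = DMSO neutral controls and 100% = 20 µM radicicol positive controls; yeast relying on Plasmodium falciparum Hsp90 in place of its own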
PvdQ acylase = blocks Pseudomonas aeruginosa PvdQ acylase activity. purified PvdQ acylase, fluorescence plate reader. inhibition, % at 10 µM. hit rate 0.063% among 340,000. AID 488965; in the data active means inhibition above about 30%, passing the limit was not always enough; inconclusive means no clear call, values can overlap the other calls;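 further: 0% = vehicle neutral wells and 100% = reference inhibitor wells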
CAL PDZ FP-1 = inhibitors of human CAL PDZ peptide binding; Q9HD26; purified CAL PDZ, TMR-peptide fluorescence polarization, 1 h; inhibition, % at 24.9 µM; hit rate 0.92% among 300,000; AID 602252;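 active means mean inhibition of at least 30% with at least half of replicates also reaching 30%; inconclusive means no clear call, values can overlap the other calls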;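 further: 0% = DMSO neutral control and 100% = excess unlabeled competitor peptide PRC23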
dFosB activator = enhances mouse delta FosB homodimer DNA binding. purified delta FosB, TAMRA-CDK5 oligo fluorescence polarization; percent of positive-control signal above neutral wells. activation, % at 25 µM. hit rate 0.99% among 340,000;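 active means mean activation above about 17%, with every replicate also reaching it, limit read from the data, passing the limit was not always enough; inconclusive means only one of the two conditions met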;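 further: fluorescence polarization rise as delta FosB binds a TAMRA Cdk5 AP-1 oligo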
Target sequence (P13346 whole entry, looked up): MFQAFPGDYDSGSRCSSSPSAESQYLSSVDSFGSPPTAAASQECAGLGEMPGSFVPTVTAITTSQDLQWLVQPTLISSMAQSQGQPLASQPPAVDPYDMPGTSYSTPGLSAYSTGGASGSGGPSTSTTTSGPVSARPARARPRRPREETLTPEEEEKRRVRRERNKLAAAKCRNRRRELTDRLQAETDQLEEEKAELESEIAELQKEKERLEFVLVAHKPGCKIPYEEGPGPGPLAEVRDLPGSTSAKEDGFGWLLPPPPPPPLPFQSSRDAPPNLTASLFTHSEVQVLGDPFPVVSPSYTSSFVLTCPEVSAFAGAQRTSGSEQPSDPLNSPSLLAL
CAL PDZ FP-2 = blocks peptide binding to human CAL PDZ domain; Q9HD26; purified CAL PDZ, TMR-peptide fluorescence polarization, 1 h; inhibition, % at 20 µM; hit rate 0.02% among 330,000; AID 504414;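 active means highest replicate inhibition of at least 40%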;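 further: plate controls were DMSO neutral control wells for no effect and unlabeled competitor peptide control wells for full effect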
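Material: tagged CAL PDZ domain; buffer or medium: 25 mM sodium phosphate pH 7.4, 150 mM NaCl, TCEP, IgG, Thesit; compound dosing: single point, 20 µM; schedule: 1 h incubation at room temperature before polarization reading; measured by: FP readout, S and P plane fluorescence; read-out basis: percent inhibition from loss of millipolarization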
MITF TRPM1 HTS = MITF TRPM1 promoter activation in melanoma cells. SK-MEL-5 TRPM1-promoter luciferase, 24 h; % of positive control, neutral wells = 0. activation, % at 12.5 µM. hit rate 0.75% among 300,000;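 active means mean activation of at least 80% with every replicate also reaching 80%; inconclusive means mean reaches 80% but some replicate falls short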;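 further: 0% = neutral control wells and 100% = parthenolide positive control wells; values of inactives mirror those of a sister screen read the other way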
Rtt109 HAT inh = blocks Candida albicans Rtt109/Vps75 acetyltransferase activity. Q5AAJ8. purified Rtt109/Vps75, ThioGlo CoA-SH fluorescence, 4 h. inhibition, % at 34.9 µM. hit rate 0.16% among 330,000;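 active means inhibition of at least 50% in every replicate; inconclusive means best replicate reaches 50% inhibition but some replicates fall short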
Target sequence (Q5AAJ8 whole entry, looked up): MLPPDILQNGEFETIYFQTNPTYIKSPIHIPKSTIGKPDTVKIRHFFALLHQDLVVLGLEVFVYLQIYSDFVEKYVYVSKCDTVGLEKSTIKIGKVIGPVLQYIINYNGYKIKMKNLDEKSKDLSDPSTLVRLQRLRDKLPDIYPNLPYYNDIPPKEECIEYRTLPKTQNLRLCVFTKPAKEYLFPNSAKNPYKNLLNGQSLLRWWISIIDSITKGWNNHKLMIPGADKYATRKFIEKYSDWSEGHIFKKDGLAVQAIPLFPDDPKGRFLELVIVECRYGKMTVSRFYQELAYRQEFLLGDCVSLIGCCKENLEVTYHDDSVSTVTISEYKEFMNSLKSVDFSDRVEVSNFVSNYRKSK
NSD2 inh = inhibitors of human histone methyltransferase NSD2; NSD2 peptide methylation, AlphaScreen, 120 min; O96028; hit rate 0.54% among 310,000; AID 743445; inhibition, % at 12.5 µM; in the data active means inhibition above about 50%
* marks the source's active call; other numbers are inactive results.

How did N#C/C(=C\c1ccc[nH]1)C(=O)N1CCCCC1 do in these assays?
SR-BI DiI-HDL act: 6; SR-BI DiI inh: -6; PfHsp90 yeast 2: 0; PvdQ acylase: -10; dFosB activator: -8; CAL PDZ FP-2: -0.6; Rtt109 HAT inh: 13; NSD2 inh: 1

What do the screens show for `CCOC(=O)N1CCN(S(=O)(=O)c2ccc(F)c(C(=O)Nc3ccc(C(C)C)cc3)c2)CC1`?
SR-BI DiI-HDL act: -45; SR-BI DiI inh: 45; PfHsp90 yeast 2: -9; PvdQ acylase: -4; CAL PDZ FP-1: 1; dFosB activator: -14; CAL PDZ FP-2: -1.9; MITF TRPM1 HTS: 9; Rtt109 HAT inh: 6; NSD2 inh: -2

How did COC(=O)c1ccc(NN=Nc2ccc(C)cc2)cc1 do in these assays?
SR-BI DiI-HDL act: -17; SR-BI DiI inh: 17; PfHsp90 yeast 2: -5; PvdQ acylase: 2; CAL PDZ FP-1: 1; dFosB activator: -1; CAL PDZ FP-2: -2.5; MITF TRPM1 HTS: 15; NSD2 inh: -1

Results for CCc1ccc(/C=N/n2c(C3CCCCC3)n[nH]c2=S)cc1 ?
SR-BI DiI-HDL act: -18; SR-BI DiI inh: 18; PfHsp90 yeast 2: -11; PvdQ acylase: -20; CAL PDZ FP-1: -15; dFosB activator: -7; CAL PDZ FP-2: -3.4; MITF TRPM1 HTS: -1; Rtt109 HAT inh: 1; NSD2 inh: 29

What do the screens show for `COc1ccc(C(=O)NCc2nnc(SCC(=O)NCc3ccc(F)cc3)o2)cc1`?
SR-BI DiI-HDL act: 34; SR-BI DiI inh: -34; PfHsp90 yeast 2: 11; PvdQ acylase: 2; CAL PDZ FP-1: 11; dFosB activator: -7; CAL PDZ FP-2: 0.1; Rtt109 HAT inh: 24; NSD2 inh: -3

What do the screens show for `Cc1ccc(C(=O)OCc2cn(-c3ccccc3)nn2)cc1`?
SR-BI DiI-HDL act: 10; SR-BI DiI inh: -10; PfHsp90 yeast 2: 17; PvdQ acylase: -7; CAL PDZ FP-1: 4; dFosB activator: -2; CAL PDZ FP-2: -1.2; MITF TRPM1 HTS: 16; Rtt109 HAT inh: 5; NSD2 inh: -1

How did C[C@H](CO)N1C[C@H](C)[C@@H](CN(C)Cc2ccc(C(=O)O)cc2)Oc2ccc(NC(=O)Cn3cnnn3)cc2C1=O do in these assays?
SR-BI DiI-HDL act: -22; SR-BI DiI inh: 22; PfHsp90 yeast 2: 8; PvdQ acylase: 0; CAL PDZ FP-1: -2; dFosB activator: -1; CAL PDZ FP-2: 0.5; MITF TRPM1 HTS: 5; Rtt109 HAT inh: -12

How did Nc1nonc1-c1nc2ccccc2n1CC(=O)N1CCN(c2ccc(F)cc2)CC1 do in these assays?
SR-BI DiI-HDL act: -35; SR-BI DiI inh: 35; PfHsp90 yeast 2: -3; PvdQ acylase: 5; CAL PDZ FP-1: -4; dFosB activator: -4; CAL PDZ FP-2: -3.3; MITF TRPM1 HTS: 4; Rtt109 HAT inh: 4; NSD2 inh: 4

How did COC(=O)C1CCN(Cc2cn(Cc3ccccc3)nc2-c2cc3ccccc3o2)CC1 do in these assays?
SR-BI DiI-HDL act: 1; SR-BI DiI inh: -1; PfHsp90 yeast 2: -23; PvdQ acylase: -6; CAL PDZ FP-1: -6; dFosB activator: -4; CAL PDZ FP-2: -1.4; MITF TRPM1 HTS: -4; Rtt109 HAT inh: 20; NSD2 inh: 1

How did COc1ccc(-c2csc(NC(=O)c3ccccc3Br)c2C(=O)O)cc1 do in these assays?
SR-BI DiI-HDL act: 18; SR-BI DiI inh: -18; PfHsp90 yeast 2: 34; PvdQ acylase: 1; CAL PDZ FP-1: -6; dFosB activator: 5; CAL PDZ FP-2: -2.3; MITF TRPM1 HTS: -1; Rtt109 HAT inh: -5; NSD2 inh: -2

How did Cc1ccc(-c2c(C(=O)N(C)Cc3ccccc3)oc(=O)c3ccccc23)cc1 do in these assays?
SR-BI DiI-HDL act: -4; SR-BI DiI inh: 4; PfHsp90 yeast 2: -13; PvdQ acylase: -9; CAL PDZ FP-1: -8; dFosB activator: -9; CAL PDZ FP-2: -3.4; MITF TRPM1 HTS: 4; Rtt109 HAT inh: -1; NSD2 inh: 1

Results for Cc1ccc(-c2nnc(-c3ccccc3)c(-c3ccccc3)n2)cc1 ?
SR-BI DiI-HDL act: -3; SR-BI DiI inh: 3; PfHsp90 yeast 2: 3; PvdQ acylase: -8; CAL PDZ FP-1: 1; dFosB activator: -2; CAL PDZ FP-2: -0.7; MITF TRPM1 HTS: 12; Rtt109 HAT inh: 3; NSD2 inh: -2

What do the screens show for `O=C1C=C(Nc2ccc(O)cc2)C(=O)c2ccccc21`?
SR-BI DiI-HDL act: -10; SR-BI DiI inh: 10; PfHsp90 yeast 2: -6; PvdQ acylase: 9; CAL PDZ FP-1: -4; dFosB activator: -11; CAL PDZ FP-2: -2.6; MITF TRPM1 HTS: -51; Rtt109 HAT inh: 1

How did Cc1cc(N=Nc2ccc3ccccc3c2)ccc1O do in these assays?
SR-BI DiI-HDL act: -22; SR-BI DiI inh: 22; PfHsp90 yeast 2: 107*; PvdQ acylase: 1; CAL PDZ FP-1: 0; dFosB activator: -7; CAL PDZ FP-2: -1.2; Rtt109 HAT inh: -1; NSD2 inh: 1

Results for COc1ccc(C2CC(c3ccc4ccccc4c3)=NN2C(=O)COC(=O)C2CCC(=O)N2)cc1 (stereo unspecified) ?
SR-BI DiI-HDL act: -11; SR-BI DiI inh: 11; PfHsp90 yeast 2: -31; PvdQ acylase: 5; CAL PDZ FP-1: -9; dFosB activator: -31; CAL PDZ FP-2: -1.3; MITF TRPM1 HTS: 75; Rtt109 HAT inh: 4

What do the screens show for `C=CCNc1nc(NC(C)(C)CO)nc(OCC)n1`?
SR-BI DiI-HDL act: 15; SR-BI DiI inh: -15; PfHsp90 yeast 2: 32; PvdQ acylase: -9; CAL PDZ FP-1: -3; dFosB activator: 2; CAL PDZ FP-2: -3.6; Rtt109 HAT inh: -6; NSD2 inh: 3

How did O=C(NC12CC3CC(CC(C3)C1)C2)c1cnccn1 do in these assays?
SR-BI DiI-HDL act: -9; SR-BI DiI inh: 9; PfHsp90 yeast 2: 17; PvdQ acylase: -11; CAL PDZ FP-1: -10; dFosB activator: 2; CAL PDZ FP-2: -0.9; MITF TRPM1 HTS: 4; Rtt109 HAT inh: 4

How did CC(C)CCNC1c2ccccc2C(=O)N1Cc1ccccc1 (stereo unspecified) do in these assays?
SR-BI DiI-HDL act: 12; SR-BI DiI inh: -12; PfHsp90 yeast 2: -9; PvdQ acylase: -15; CAL PDZ FP-1: 88*; dFosB activator: -12; MITF TRPM1 HTS: 5; Rtt109 HAT inh: -5; NSD2 inh: -2

What do the screens show for `O=C(O)CCC(=O)Nc1ccc(S(=O)(=O)N2CCCC2)cc1`?
SR-BI DiI-HDL act: 8; SR-BI DiI inh: -8; PfHsp90 yeast 2: 3; PvdQ acylase: -8; CAL PDZ FP-1: -1; dFosB activator: -9; CAL PDZ FP-2: -0.7; MITF TRPM1 HTS: 9; Rtt109 HAT inh: -31; NSD2 inh: 0

What do the screens show for `Cc1ccc(CNC(=O)c2cccc(OCc3c(C)noc3C)c2)cc1`?
SR-BI DiI-HDL act: -3; SR-BI DiI inh: 3; PfHsp90 yeast 2: -5; PvdQ acylase: -16; CAL PDZ FP-1: -1; dFosB activator: 7; CAL PDZ FP-2: -1.3; MITF TRPM1 HTS: -3; Rtt109 HAT inh: 0; NSD2 inh: -2

Results for N#C/C(=C\c1ccncc1)c1nc2ccccc2c(=O)[nH]1 ?
SR-BI DiI-HDL act: -17; SR-BI DiI inh: 17; PfHsp90 yeast 2: 5; PvdQ acylase: 5; CAL PDZ FP-1: 3; dFosB activator: -1; CAL PDZ FP-2: -0.8; MITF TRPM1 HTS: -11; NSD2 inh: -4

Results for Cc1onc(-c2ccccc2)c1C(=O)OCC(=O)c1ccccc1 ?
PfHsp90 yeast 2: -4; PvdQ acylase: -9; CAL PDZ FP-1: 0; dFosB activator: -9; CAL PDZ FP-2: -1.7; MITF TRPM1 HTS: inconclusive; Rtt109 HAT inh: -1; NSD2 inh: -3

Results for COCCn1c(N)c(C(=O)NCC2CCCO2)c2nc3ccccc3nc21 (stereo unspecified) ?
SR-BI DiI-HDL act: -3; SR-BI DiI inh: 3; PfHsp90 yeast 2: 2; PvdQ acylase: -13; CAL PDZ FP-1: -4; dFosB activator: -10; CAL PDZ FP-2: -3.8; MITF TRPM1 HTS: 6; Rtt109 HAT inh: inactive; NSD2 inh: 44

How did Cc1ccc(Cl)cc1N1CCN(CC(=O)Nc2ccc3[nH]c(=O)[nH]c3c2)CC1 do in these assays?
SR-BI DiI-HDL act: -26; SR-BI DiI inh: 26; PfHsp90 yeast 2: -23; PvdQ acylase: -11; CAL PDZ FP-1: -9; dFosB activator: 2; CAL PDZ FP-2: 0.4; MITF TRPM1 HTS: 4; Rtt109 HAT inh: 1; NSD2 inh: 1

Results for NC(=O)COc1ccc(Nc2nnc(-c3ccc(O)cc3)c3ccccc23)cc1 ?
SR-BI DiI-HDL act: -9; SR-BI DiI inh: 9; PfHsp90 yeast 2: -36; PvdQ acylase: -10; CAL PDZ FP-1: -4; dFosB activator: -10; CAL PDZ FP-2: -0.1; MITF TRPM1 HTS: -11; Rtt109 HAT inh: 3; NSD2 inh: 1

What do the screens show for `Cc1ccc(C(=O)Nc2ccc(N3CCN(S(C)(=O)=O)CC3)cc2)cc1`?
SR-BI DiI-HDL act: -34; SR-BI DiI inh: 34; PfHsp90 yeast 2: -11; PvdQ acylase: 22; CAL PDZ FP-1: 1; dFosB activator: 0; CAL PDZ FP-2: -0.7; MITF TRPM1 HTS: 15; Rtt109 HAT inh: -6; NSD2 inh: 0

What do the screens show for `CC1C(C#N)=C(SCC(N)=O)NC2=C1C(=O)CC(C)(C)C2` (stereo unspecified)?
SR-BI DiI-HDL act: 0; SR-BI DiI inh: 0; PfHsp90 yeast 2: 24; PvdQ acylase: 4; CAL PDZ FP-1: 2; dFosB activator: -7; CAL PDZ FP-2: -0.3; MITF TRPM1 HTS: -7; Rtt109 HAT inh: 0; NSD2 inh: 19

Results for COc1ccc(CCNC(=O)C(=O)NCC2OCCN2S(=O)(=O)c2ccc(F)cc2)cc1 (stereo unspecified) ?
SR-BI DiI-HDL act: -2; SR-BI DiI inh: 2; PfHsp90 yeast 2: -7; PvdQ acylase: -15; dFosB activator: 4; CAL PDZ FP-2: -1.4; MITF TRPM1 HTS: 0; Rtt109 HAT inh: 9

Results for N#Cc1c(N)n(-c2cccc(C(=O)O)c2)c2nc3ccccc3nc12 ?
PfHsp90 yeast 2: -4; PvdQ acylase: 7; CAL PDZ FP-1: 1; dFosB activator: -3; CAL PDZ FP-2: -1.8; MITF TRPM1 HTS: 4; Rtt109 HAT inh: -478; NSD2 inh: 1
